Source: PubChem
NCI-60 one-dose screen, 48 h, at 10 µM unless noted. Numbers give growth in % (100 = growth as untreated, 0 = no growth, -100 = all killed).
MALME-3M: MALME-3M melanoma; 78,000 tested, 5.8% active; AID 1794766
UACC-257: UACC-257 melanoma | 78,000 tested, 4.4% active | AID 1794764
HS 578T: HS 578T breast cancer | 78,000 tested, 4.1% active | AID 1794788
UACC-62: UACC-62 melanoma; 81,000 tested, 5.4% active
SK-MEL-2: SK-MEL-2 melanoma; 77,000 tested, 4.7% active
SK-MEL-28: SK-MEL-28 melanoma; 81,000 tested, 4.1% active
SK-MEL-5: SK-MEL-5 melanoma. 80,000 tested, 6.4% active
LOX IMVI: LOX IMVI melanoma | 79,000 tested, 7.4% active | AID 1794757
Numbers without * were called inactive; x = not tested or not shown; [ ] = remark or other dose. Rule for the calls: active = growth percent below 10; inactive = the rest.

Short keys – A = MALME-3M; B = UACC-257; C = HS 578T; D = UACC-62; E = SK-MEL-2; F = SK-MEL-28; G = SK-MEL-5; H = LOX IMVI
NC(CCc1ccc2c(c1)OCO2)c1ccccc1 (configuration not stated)
  A: 100; B: 99; C: 93; D: 108; E: 98; F: 108; G: 105; H: 94
Cc1ccc(S(=O)(=O)N2C/C(=C\c3cc(F)cc(F)c3)C(=O)/C(=C/c3cc(F)cc(F)c3)C2)cc1
  A: -63*; B: x; C: 11; D: -91*; E: -26*; F: -80*; G: -60*; H: -94*
CC(=O)N1N=C(c2ccc(-n3ccc(C(F)(F)F)n3)c(C)c2)CC1c1ccc[nH]1 (configuration not stated)
  A: 88; B: 96; C: 99; D: 79; E: 88; F: 105; G: 92; H: 98
O=c1oc2c(Cl)cccc2cc1-c1cc2ccccc2[nH]1
  A: 92; B: 116; C: 108; D: 84; E: 114; F: 106; G: 104; H: 95
Cc1ccc(/C=C/C2=NN(c3ccc(Cl)cc3)C(c3ccc(C)o3)C2)o1 (configuration not stated)
  A: 99; B: 98; C: 109; D: 102; E: 93; F: 106; G: 102; H: 98
COc1ccc(C(C)=O)cc1CO/N=C1\CSCc2ccccc21
  A: 121; B: 114; C: 97; D: 98; E: 90; F: 106; G: 97; H: 88
O=C(NC1CCCCC1)c1csnn1
  A: 122; B: 107; C: 110; D: 95; E: 110; F: 102; G: 102; H: 103
CC(C)(C)OC(=O)N1CCN(c2nc3ccccc3c3c(=O)c4cc(F)ccc4sc23)CC1
  A: 97; B: 104; C: 103; D: 81; E: 103; F: 106; G: 100; H: 94
COc1ccc2[nH]c3c(=O)[nH]ncc3c2c1
  A: 105; B: 118; C: 101; D: 103; E: 99; F: 110; G: 99; H: 95
O=C(Nc1nc2ccc(NS(=O)(=O)c3cccs3)cc2s1)c1ccco1
  A: 94; B: 100; C: 104; D: 98; E: 98; F: 112; G: 100; H: 97
Cc1cccc2c1S/C(=C/c1ccc(Cl)cc1)C2=O
  A: 92; B: 103; C: 89; D: 86; E: 105; F: 107; G: 99; H: 92
NC(N)=N/N=C(/c1ccccc1)c1ccc(Cl)cc1
  A: 115; B: 38; C: -22*; D: 74; E: 118; F: 54; G: 57; H: 74
COc1cc(-n2c(C)nc3ncn(-c4ccccc4)c3c2=O)cc(OC)c1OC
  A: 118; B: 111; C: 102; D: 107; E: 117; F: 111; G: 104; H: 102
CCOC(=O)Cc1cnn(C)c1-n1nnc2ccccc2c1=O
  A: 98; B: 106; C: 95; D: 96; E: 102; F: 118; G: 107; H: 104
O=C(OCCCCCCOC(=O)c1cccc2c(=O)c3ccccc3[nH]c12)c1cccc2c(=O)c3ccccc3[nH]c12
  A: 101; B: 101; C: 103; D: 92; E: 106; F: 102; G: 100; H: 99
CC1(C)COCCN1CC(O)c1ccc(Br)cc1 (configuration not stated)
  A: 112; B: 115; C: 58; D: 106; E: 120; F: 117; G: 101; H: 102
C[C@@H]1CCCN1Cc1nc2ccc(NC(=O)c3ccc4c(cnn4C)c3)cc2[nH]1
  A: 96; B: 92; C: 107; D: 99; E: 108; F: 112; G: 94; H: 102
O=C1c2c(c(=O)[nH]c3ccccc23)CN1Cc1ccccc1
  A: 111; B: 98; C: 118; D: 101; E: x; F: 116; G: 99; H: 94
c1cnc2[nH]cc(-c3ccc(-c4c[nH]c5ncccc45)[nH]3)c2c1
  A: 68; B: 93; C: 46; D: 84; E: 67; F: 125; G: 85; H: 77
Nc1nc2c3ccncc3cc(-c3cccc(Cl)c3)c2c2cnccc12
  A: 57; B: 59; C: 35; D: x; E: 59; F: 53; G: 50; H: -51*
COc1cc(C(=O)Nc2nc3c(cc4c5c(cccc53)CC4)s2)cc(OC)c1OC
  A: 88; B: 93; C: 94; D: 92; E: 98; F: 98; G: 87; H: 96
O=C(CSc1nnc2n3c(nn12)SCC(c1ccccc1)=N3)c1ccc(Br)cc1
  A: 89; B: 100; C: 97; D: 99; E: 116; F: 109; G: 97; H: 97
CC#C[C@]1(O)CCC2C3CCC4=CC(=O)CCC4=C3[C@@H](c3ccc(N(C)C)cc3)C[C@@]21C (some centres not stated)
  A: 92; B: 77; C: 76; D: 72; E: x; F: 85; G: 69; H: 78
CCOC(=O)c1ccc(NC(=S)NC(=O)c2ccc(NC(=O)C(C)C)cc2)cc1
  A: 84; B: 80; C: 88; D: 78; E: 100; F: 97; G: 73; H: 86
CCN(C(=O)C(Cl)Cl)c1ccccc1
  A: 97; B: 106; C: 102; D: 98; E: 104; F: 114; G: 100; H: 99

Entries of single compounds from above. Order of values: MALME-3M, UACC-257, HS 578T, UACC-62, SK-MEL-2, SK-MEL-28, SK-MEL-5, LOX IMVI
C[C@@H]1CCCN1Cc1nc2ccc(NC(=O)c3ccc4c(cnn4C)c3)cc2[nH]1 as listed: 96, 92, 107, 99, 108, 112, 94, 102
NC(CCc1ccc2c(c1)OCO2)c1ccccc1 (configuration not stated) as listed: 100, 99, 93, 108, 98, 108, 105, 94

Back to the main list, starting five compounds before the break.
Short keys – A = MALME-3M; B = UACC-257; C = HS 578T; D = UACC-62; E = SK-MEL-2; F = SK-MEL-28; G = SK-MEL-5; H = LOX IMVI
COc1cc(C(=O)Nc2nc3c(cc4c5c(cccc53)CC4)s2)cc(OC)c1OC
  A: 88; B: 93; C: 94; D: 92; E: 98; F: 98; G: 87; H: 96
O=C(CSc1nnc2n3c(nn12)SCC(c1ccccc1)=N3)c1ccc(Br)cc1
  A: 89; B: 100; C: 97; D: 99; E: 116; F: 109; G: 97; H: 97
CC#C[C@]1(O)CCC2C3CCC4=CC(=O)CCC4=C3[C@@H](c3ccc(N(C)C)cc3)C[C@@]21C (some centres not stated)
  A: 92; B: 77; C: 76; D: 72; E: x; F: 85; G: 69; H: 78
CCOC(=O)c1ccc(NC(=S)NC(=O)c2ccc(NC(=O)C(C)C)cc2)cc1
  A: 84; B: 80; C: 88; D: 78; E: 100; F: 97; G: 73; H: 86
CCN(C(=O)C(Cl)Cl)c1ccccc1
  A: 97; B: 106; C: 102; D: 98; E: 104; F: 114; G: 100; H: 99
CC(=O)OCCOc1ccc(C(C)(C)C)cc1
  A: 96; B: 99; C: 111; D: 96; E: 102; F: 118; G: 115; H: 102
Cc1ccc(-c2nc3sc(C)nn3c2-c2nc3ccc(Cl)cc3[nH]2)cc1
  A: 105; B: 82; C: 117; D: 85; E: 107; F: 89; G: 89; H: 93
CC(C)[C@@]12C[C@@H](OC(=O)[C@H]3CO3)[C@@](C)(O1)[C@@H]1CC[C@@H](C)[C@H]1[C@@H]2OC(=O)/C=C/c1ccccc1
  A: 87; B: 68; C: -24*; D: 70; E: 82; F: 106; G: 93; H: 71
CC(c1ccc2ccccc2c1)c1ccccc1C(=O)O (configuration not stated)
  A: 100; B: 99; C: 105; D: 101; E: 115; F: 95; G: 101; H: 101
C1CCC(=NN=C2CCCCC2)CC1
  A: 106; B: 101; C: x; D: 92; E: 98; F: 96; G: 105; H: 102
Nc1nc2c(c(=O)[nH]1)NC(=N[C@@H](Cc1ccccc1)C(=O)O)CN2
  A: 97; B: 100; C: 101; D: 108; E: x; F: 113; G: 106; H: 98
CCOc1ccc(C2=CC(=O)C=CC2=O)cc1
  A: 108; B: 97; C: 92; D: 82; E: 102; F: 116; G: 94; H: 89
Nc1nonc1-c1nc2ccccc2n1Cc1ccncc1
  A: 106; B: 101; C: 98; D: 103; E: x; F: 111; G: 102; H: 99
CNCc1cccc(OC)c1OC
  A: 83; B: 118; C: 127; D: 115; E: 116; F: 118; G: 107; H: 117
C=CCOc1ccc(NC(C)=O)cc1
  A: 117; B: 107; C: 101; D: 101; E: 122; F: 114; G: 103; H: 98
CSc1nc(Cl)c(Br)c(Cl)n1
  A: 88; B: 101; C: 98; D: 105; E: 99; F: 111; G: 101; H: 86
CN(C)CCCOc1c2ccccc2nc2c1oc1ccc(Cl)cc12
  A: -8.6*; B: 20; C: 26; D: -50*; E: 9.5*; F: 9.1*; G: -16*; H: -85*
COc1ccc(OC)c(Nc2nnc(-c3ccc(O)cc3)o2)c1
  A: 95; B: 118; C: 88; D: 99; E: 114; F: 113; G: 104; H: 93
Brc1ccc[n+](Cc2ccccc2)c1
  A: 111; B: 102; C: 126; D: 102; E: 95; F: 106; G: 108; H: 108
Nc1ccc2c(c1)[nH]c(=O)c1ccccc12
  A: 121; B: 100; C: 99; D: 95; E: 104; F: 116; G: 102; H: 111
COc1cc(OC)c2c(c1)O[C@@]1(OC)[C@H](c3ccccc3)C[C@@H](O)[C@@]21O
  A: 93; B: 102; C: 92; D: 95; E: 97; F: 112; G: 100; H: 99
COc1cc(Cn2c(C(F)(F)F)cc3c(Cl)ncnc32)ccn1
  A: 71; B: 30; C: 11; D: 0.5*; E: -82*; F: 28; G: -20*; H: -100*
O=C(NCCc1ccccc1)c1ccccc1O
  A: 114; B: 111; C: 102; D: 96; E: 113; F: 109; G: 96; H: 108
COc1cccc(C(Cc2ccccc2)NCC(C)O)c1OC (configuration not stated)
  A: 109; B: 92; C: 116; D: 106; E: 61; F: 113; G: 104; H: 96
CCOc1cc(/C=N\NC(=O)N/N=C/c2ccc(O)c(OCC)c2)ccc1O
  A: 60; B: 62; C: -3.0*; D: 26; E: 50; F: 52; G: 12; H: 43
COc1cccc(/C=C/C(=O)c2ccc(NC(=O)c3cc4cc5cc(OC)ccc5nc4s3)cc2)c1
  A: 93; B: 107; C: 100; D: 102; E: 111; F: 107; G: 128; H: 98
C=C(C)CCC(=C)C
  A: 101; B: 102; C: 110; D: 104; E: 104; F: 117; G: 102; H: 92
S=C1Nc2c(sc3ccc(Cl)cc23)C(c2cccc(Br)c2)N1 (configuration not stated)
  A: 101; B: 109; C: 96; D: 87; E: 106; F: 115; G: 96; H: 101
CC1(C)OB(c2ccc(Cn3cnc4c(=S)nc[nH]c43)cc2)OC1(C)C
  A: 97[50 µM]; B: 86[50 µM]; C: 92[50 µM]; D: 96[50 µM]; E: 113[50 µM]; F: 104[50 µM]; G: 108[50 µM]; H: 99[50 µM]
Cc1cc(Cl)c2ccc(Cl)c(C)c2n1
  A: 92; B: 68; C: 102; D: 96; E: 93; F: 110; G: 103; H: 95
Cn1c(=O)c2[nH]c(SCCN)nc2n(C)c1=S
  A: 108; B: 103; C: 99; D: 99; E: 102; F: 104; G: 101; H: 96
CCSc1ncc(CO)c(N)n1
  A: 115; B: 128; C: 95; D: 92; E: x; F: 103; G: 138; H: 108
O=C(Nc1cc(Cl)cc(Cl)c1)C(Cc1cccc[n+]1[O-])c1ccccc1 (configuration not stated)
  A: 127; B: 102; C: 90; D: 84; E: 84; F: 105; G: 94; H: x
O=C(CN1CCN(c2cc3c(cc2F)c(=O)c(C(=O)O)cn3C2CC2)CC1)N/N=C/c1ccccc1C(F)(F)F
  A: 99; B: 97; C: 84; D: 89; E: 104; F: 96; G: 78; H: 77
O=c1[nH]cnc2c1C(c1ccc(F)cc1)c1sc3c(F)cccc3c1O2 (configuration not stated)
  A: 110; B: 115; C: 92; D: 79; E: 107; F: 107; G: 99; H: 88
CCCCSc1nc(NC2CC2)c(C#N)c(-c2ccccc2)n1
  A: 111; B: 104; C: 84; D: 88; E: 115; F: 115; G: 99; H: 106
O=C1c2cc(F)ccc2Oc2cc([N+](=O)[O-])ccc2N1c1ccc(F)cc1F
  A: 108; B: 92; C: 93; D: 88; E: 85; F: 113; G: 75; H: 95
[O-][n+]1ccccc1CCN(O)CCc1cccc[n+]1[O-]
  A: 99; B: 106; C: 94; D: 99; E: 93; F: 116; G: 95; H: 98
Cn1c(=O)c2c(nc(C3CC4C5CCC(C5)C4C3)n2C)n(C)c1=O (configuration not stated)
  A: 120; B: 95; C: 91; D: 104; E: 109; F: 93; G: 85; H: 95
CCCCCCCCCCCCCCCCCCNC(=O)[C@H]1CSC(c2ccc(F)c(OC)c2)N1 (some centres not stated)
  A: -91*; B: -62*; C: -31*; D: -97*; E: -94*; F: -93*; G: -95*; H: 14

4 of these compounds, reformatted:
structure,MALME-3M,UACC-257,HS 578T,UACC-62,SK-MEL-2,SK-MEL-28,SK-MEL-5,LOX IMVI
C=CCOc1ccc(NC(C)=O)cc1,117,107,101,101,122,114,103,98
CSc1nc(Cl)c(Br)c(Cl)n1,88,101,98,105,99,111,101,86
CN(C)CCCOc1c2ccccc2nc2c1oc1ccc(Cl)cc12,-8.6*,20,26,-50*,9.5*,9.1*,-16*,-85*
COc1ccc(OC)c(Nc2nnc(-c3ccc(O)cc3)o2)c1,95,118,88,99,114,113,104,93
